High-throughput results deposited in PubChem BioAssay by National Center for Advancing Translational Sciences (NCATS).
Lamin A splicing – modulators of lamin A splicing | HeLa LMNA splicing GFP/RFP minigene ratio, 48 h | Potency, µM (titrated, usually from 46.1 µM), for inactives: at the highest dose ratio change, negative = inhibition, hits mostly inhibitors | 0.01% of 200,000 active; active means well fitted inhibition curve with a large enough effect in the signal ratio, with a control signal flat, not every such curve was filed as active; inconclusive means small, poorly fitted or top-dose-only effect, or effect the other way, or a change in a side signal; the % refers to the signal ratio; further: potency means the concentration at half of the fitted maximal effect; on the % scale 0 is the no-effect control and ±100 the full control effect
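Read-out is the ratio of GFP to DsRed2 object intensity, acquired by 488 nm laser-scanning cytometry on HeLa lamin A-EGFP minigene reporter cells. Compound incubation 48 hrs at 37 °C in Opti-MEM with 2% FBS; DMSO 0.5% final.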
GAA glycogen mod – GAA glycogen-cleavage inhibition or activation | Potency, µM (top dose mostly 76.4 µM), for inactives: at the top dose activity change, negative = inhibition, usual class: inhibitors | recombinant GAA, glycogen substrate, Amplex Red glucose oxidase fluorescence | P10253 | 0.38% of 300,000 active;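 further: potency means the concentration at half of the fitted maximal effect; 0% = full enzyme reaction and -100% = no-enzyme basal signal; the screen sought inhibitors and activators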
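Natural-substrate format: glycogen cleavage by 4 nM human enzyme, glucose read by Amplex Red coupling (Ex 573, Em 610 nm). Normalized to enzyme and no-enzyme controls.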
HttQ103 aggreg – mutant huntingtin aggregation inhibition; PC12 HttQ103-GFP aggregates, Acumen cytometry, 40 h; Potency, µM (highest dose often 46.1 µM), without a hit: at the highest dose activity change, negative = inhibition, actives largely listed as inhibitors; 1.1% of 220,000 active; further: potency means the concentration at half of the fitted maximal effect; on the % scale 0 is the no-effect control and ±100 the full control effect; nearly all actives have a fitted effect of over 60% in size
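Aggregate formation scored by laser-scanning cytometer (488 excitation, 500–530 emission) in lysed PC12 cells expressing Q103-GFP after 100 nM tebufenozide induction; library tested in dose series, with ATPLite reagent added in the multiplex.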
aGlu spleen mod – inhibitors or activators of human alpha-glucosidase in spleen homogenate; human spleen homogenate, 4-MU-alpha-glucoside fluorescence; 0.006% of 240,000 active; Potency, µM (titrated, usually from 79.9 µM), for the others: at the top dose activity change, negative = inhibition, most hits filed as inhibitors;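 further: potency means the concentration at half of the fitted maximal effect; 0% = enzyme with vehicle and -100% = no enzyme basal signal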
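Human spleen homogenate (1 ug) with 4-methylumbelliferyl-alpha-D-glucopyranoside (1 mM final) in 50 mM citrate/phosphate pH 5.0, 0.01% Tween-20; 40 min at 37 C. Stopped at pH 10; 4-MU fluorescence Ex 365/Em 440 nm; AC50 by Hill fit.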
GAA inh – alpha-glucosidase (human) inhibition; P10253; Potency, µM (titrated, usually from 76.9 µM), for the others: at the highest dose activity change, negative = inhibition, actives largely listed as inhibitors; AID 1466; 0.005% of 200,000 active; purified human GAA, 4-MU-alpha-glucoside fluorescence;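 further: potency means the concentration at half of the fitted maximal effect; plate controls were uninhibited enzyme wells for no effect and no-enzyme background for full effect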
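Read-out is 4-methylumbelliferone fluorescence (Ex 365/Em 440 nm) after NaOH/glycine stop at pH 10. Enzyme 4 nM, substrate 400 uM, pH 5.0 citrate buffer, 20 min room temperature; AC50 from Hill-equation concentration-response.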
CBFb RUNX1 block – blocks binding between human CBF-beta and RUNX1; Q01196+Q13951; AlphaScreen CBFb-His/RUNX1-biotin binding, biochemical; Potency, µM (top dose mostly 59.8 µM), for the others: at the top dose activity, negative = inhibition, usual class: inhibitors; 230,000 tested, under 10 active; AID 1477; further: % of control where 0% means no effect
Target sequence (Q01196 whole entry, looked up): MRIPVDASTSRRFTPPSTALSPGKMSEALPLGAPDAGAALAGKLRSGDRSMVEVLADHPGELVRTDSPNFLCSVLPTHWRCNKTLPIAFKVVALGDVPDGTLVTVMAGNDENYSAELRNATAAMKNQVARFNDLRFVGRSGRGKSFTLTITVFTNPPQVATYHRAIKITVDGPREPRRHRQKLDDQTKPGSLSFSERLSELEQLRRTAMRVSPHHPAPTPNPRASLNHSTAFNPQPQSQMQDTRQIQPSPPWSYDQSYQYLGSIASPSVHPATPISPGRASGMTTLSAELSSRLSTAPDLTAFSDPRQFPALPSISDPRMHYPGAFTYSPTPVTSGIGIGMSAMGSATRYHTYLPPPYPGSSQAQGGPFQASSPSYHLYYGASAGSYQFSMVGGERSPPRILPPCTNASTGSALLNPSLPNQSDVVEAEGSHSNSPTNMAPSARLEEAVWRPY
Target sequence (Q13951 whole entry, looked up): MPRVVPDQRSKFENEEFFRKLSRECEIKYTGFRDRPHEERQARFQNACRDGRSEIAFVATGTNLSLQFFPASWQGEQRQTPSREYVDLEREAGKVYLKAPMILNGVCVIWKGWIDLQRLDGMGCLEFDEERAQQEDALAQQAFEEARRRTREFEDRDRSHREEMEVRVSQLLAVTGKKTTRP
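Bead-based AlphaScreen assay; binding partners His-tagged CBF-beta and biotinylated RUNX1 at 30 nM each. Compound exposure 15 min after a 20-min protein preincubation; bead step 90 min; all steps at room temperature.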
HTT cytoprotect – protects HTT-Q103 PC12 cells, measured by ATP. PC12 HTT-Q103 induced, cytoprotection, ATP luminescence, 40 h. Potency, µM (top dose mostly 56.4 µM), inactives show cytoprotection (ATP increase), most hits filed as activators. 0.14% of 230,000 active. AID 1471;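 further: potency means the concentration at half of the fitted maximal effect; % of control where 0% means no effect; nearly all actives have a fitted effect of over 45% in size; toxic huntingtin expression switched on by the ecdysone agonist tebufenozide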
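Cells were plated at 1500 per well in phenol red-free DMEM with 5% equine and 5% calf serum. Tebufenozide (100 nM final) and compounds were added, then ATPlite reagent, and luminescence was read.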
* marks the source's active call; other numbers are inactive results; ? = inconclusive; . = no result given; & = joins results of further samples; [ ] = another dose, or the depositor's remark. Unless noted, the call rests on the fitted dose curve; in most records, active means well fitted curve in the direction sought with a large enough effect; inconclusive means small, poorly fitted or top-dose-only effect, or another doubt; inactive means no such curve, though single readings can be large; an effect the other way counts as inactive or inconclusive.

SMILES | Lamin A splicing | GAA glycogen mod | HttQ103 aggreg | aGlu spleen mod | GAA inh | CBFb RUNX1 block | HTT cytoprotect
Cc1ccc(C(=O)N2CCN(c3ccccc3)CC2)cc1S(=O)(=O)N1CCCC1 | ? | 3% | -14% | -4% | 5% | 5% | -9%
CN(C(=O)CSc1nnc(Cc2cccc3ccccc23)n1N)C1CCS(=O)(=O)C1 (stereo not drawn) | -8% | 6% | 5% | -16% | -1% | -2% | -13%
CCCCCC(=O)Nc1nc(C)c(-c2csc(Nc3ccccc3OC)n2)s1 | -2% | ? | -11% | -9% | -9% | -20% | -59%[inhibitor]
Cc1ccccc1-n1c(SCC(=O)N/N=C/c2ccccc2OCC(=O)O)nc2ccccc2c1=O | . | 1% | 29%[9.22 µM] | -4% | . | 1% | 37%[10 µM]
Fc1ccc(-c2csc3ncnc(N4CCc5ccccc5C4)c23)cc1 | ? | 3% | ? | -2% | -30% | -5% | -16%[10 µM]
COC(=O)c1sc(NC(=S)NC(=O)c2ccccc2F)nc1C | . | 3% | -18% | -1% | 0% | 2% | -96%[inhibitor]
Cc1ccc(C)c(N2CCN(C(=O)c3cc(S(=O)(=O)N4CCOCC4)ccc3F)CC2)c1 | ? | 2% | -1% | -2% | -7% | 1% | 32%[10 µM]
O=C(CCN1C(=O)c2ccccc2C1=O)Nc1ccc(S(=O)(=O)N2CCOCC2)cc1 | 0% | -8% | 0% | -6% | -12% | 10% | 13%
O=P(O)(O)OC1[C@H](O)[C@H](OP(=O)(O)O)C(OP(=O)(O)O)[C@H](OP(=O)(O)O)[C@H]1O (stereo partly drawn) | . | . | . | -1%[3.15 µM] | . | -17%[2.36 µM] | -32%[inhibitor][1.9 µM]
CC1CCN(c2cc(=O)n(C3CCCCC3)c(=O)[nH]2)CC1 | 1% | 6% | -2% | -8% | 3% | 5% | 3%[10 µM]
O=[N+]([O-])c1ccc(F)cc1OCc1nc(-c2cccs2)no1 | ? | -2% | -1% | -5% | ? | -2% | -34%[inhibitor]
CCOC(=O)Cn1nc(C)c(NC(=O)CCc2ccccc2)c1C | . | 23% | 16% | -3% | -7% | 2% | -25%
COC(=O)c1nc(Cl)c(Cl)c(N)c1Cl | 5%[46 µM] | -2% | 7% | -2% | -5% | -7% | -22%[10 µM]
COc1ccc(C)cc1S(=O)(=O)Nc1ccccc1 | -3% | 12% | -15% | -3% | -1% | -1% | -4%
c1ccc(-c2cc(-c3nnc4sc(-c5ccccn5)nn34)[nH]n2)cc1 | -14% | -7% | -14% | -2% | -9% | -26% | -22%
CCN1CCN(C(=O)C2CCN(S(=O)(=O)c3cccc4cccnc34)CC2)CC1 | 1% | -6% | 10% | -8% | 0%[15.4 µM] | 3% | -13%
CCOC(=O)N1CCN(C(=O)CN(C)S(=O)(=O)c2ccc3c(c2)c(=O)n(C)c(=O)n3C)CC1 | . | 1% | -16% | -8% | -2% | 1% | 3%
Cc1ccc(/C=N/N2CCN(Cc3cccc4ccccc34)CC2)o1 | 14% | -16% | 1%[9.22 µM] | -1% | -9% | -21% | 6%
O=C1N=C(N2CCCCC2)SC1=C1CCCCC1 | -4% | -12% | 19% | 1% | -10% | 7% | -12%
Cc1cc(C)c2cc(CN(CC3CCCO3)S(=O)(=O)c3ccc4c(c3)OCCO4)c(=O)[nH]c2c1 (stereo not drawn) | 0% | 2% | 11% | -1% | -4% | 1% | -25%
COc1cc(OC)c(NS(=O)(=O)c2cc(C(=O)OCC(=O)NCC3CCCO3)ccc2OC)cc1Cl (stereo not drawn) | -19%[46 µM] | 2% | -12% | 0% | 4% | 8% | -23%
CCOc1ccc(-c2nnn(CC(=O)NCc3ccco3)n2)cc1OCC | 1% | 4% | 3% | 3% | -2% | -3% | 21%[10 µM]
CN(C)C(CNC(=O)c1cccnc1Sc1ccccc1)c1ccco1 (stereo not drawn) | 8% | 3% | -10% | 1% | 0% | 0% | 4%
CC(C)CNC(=O)NC(=O)COC(=O)c1ccccc1Sc1ccc(C(F)(F)F)cc1[N+](=O)[O-] | -8% | -7% | -4% | -2% | 4% | -3% | -30%[10 µM]
COc1ccc2c(C)cc(N3CCOCC3)nc2c1 | 5% | -8% | 15% | 2% | 2% | 6% | -3%
COc1ccc(Cc2nnc(SCC(=O)N3CCc4ccccc4C3)o2)cc1 | -1% | 11% | 1% | -3% | ? | 0% | -12%
CC1CCc2cc(F)cc3c(=O)c(C(=O)O)cn1c23 (stereo not drawn) | -9% | 6% | -2%&7% | -15%&8% | -11%[15.4 µM] | 15%&9% | -3%
Cc1[nH]c(=O)c(C#N)c2c1CCCC2 | -1% | 6% | 7% | 6% | -1% | -3% | 9%[10 µM]
COc1ccc(NC(=O)N2CCN(S(C)(=O)=O)CC2)cc1 | -13%[46 µM] | 24% | 12% | 9% | 6% | 3% | 29%
NNC(=O)C(Cc1ccccc1)NC(=O)OCc1ccccc1 (stereo not drawn) | . | -1% | 6%[9.22 µM] | -3% | 1% | -2% | -12%[10 µM]
Cc1[nH]n(-c2ccc(F)cc2)c(=O)c1C=Nc1ccc(S(=O)(=O)N(C)C)cc1 | 2% | -3% | 2% | 3% | -8% | -3% | .
C#CCOC(=O)c1ccccc1C(=O)n1nnc2ccccc21 | ? | -6% | ? | -16% | -3% | 5% | -15%
O=C(Cc1cccc2ccccc12)NNC(=O)c1cccs1 | 21% | 7% | -6% | -9% | 2% | 3% | 3%
CC(C)[C@@H](CC(=O)N[C@@H]1CCNC[C@H]1C(=O)N[C@H](CC(=O)N[C@@H](CCC(=O)O)CC(=O)O)Cc1c[nH]c2ccccc12)NC(=O)C[C@H](Cc1ccccc1)NC(=O)[C@@H]1CNCC[C@H]1N | . | . | . | -1% | . | 12% | -18%[1.9 µM]
Cc1[nH]n(-c2ccc([N+](=O)[O-])cc2)c(=O)c1C=NCCN1CCN(C(=O)c2cccc(F)c2)CC1 | -4% | 7% | 5% | 5% | 0% | 0% | -58%[inhibitor]
CCC(CC)c1nnc(NC(=O)c2cc([N+](=O)[O-])ccc2N2CCCCC2)s1 | 9% | 1% | 5% | 2% | -14% | -2% | -1%[10 µM]
NS(=O)(=O)c1ccc(CCNC(=O)CN2CCC(Cc3ccccc3)CC2)cc1 | . | -1% | ? | 2% | -6% | -6% | .
CSc1nsc(SCC(=O)Nc2cccc(C(C)=O)c2)n1 | -1% | 8% | 1% | -3% | -3% | 2% | 6%[10 µM]
COc1ccc(NC(=O)C2=CCN(S(=O)(=O)c3ccccc3)CC2)cc1OC | . | -8% | -14%[9.22 µM] | 2% | . | 2% | 14%[10 µM]
CCOc1ccc(N/C=C/C(=O)c2ccc(C)cc2)c([N+](=O)[O-])c1 | 9% | 9% | 7% | -8% | -4% | -18% | -22%
CC1=CC(=O)C(C(C)C)=C/C1=N/OS(=O)(=O)c1ccccc1 | . | -4% | -33%[9.22 µM] | 9% | . | 6% | -63%[inhibitor][10 µM]
N#CCCn1c(=O)c(-c2ccc(F)cc2)nc2cnc(OCc3ccccc3)nc21 | 15% | . | . | 3% | . | . | ?
CC(=O)N1CCC(N(C(=O)Nc2ccc(F)cc2)C2CCCC2)CC1 | 10% | -9% | -3% | 0% | -2% | 3% | -3%
CC1(C)C(=O)Nc2ccccc2N1C(=O)CN1C(=O)C(=O)N(C2CCCC2)C1=O | . | -6% | -9% | . | 2% | -1% | -47%[inhibitor]
O=C(/C=C/c1cccs1)Nc1ccncc1 | -8% | 5% | -11% | 5% | 3% | -5% | -4%[10 µM]

Already shown: 4 of the compounds above.
SMILES | Lamin A splicing | GAA glycogen mod | HttQ103 aggreg | aGlu spleen mod | GAA inh | CBFb RUNX1 block | HTT cytoprotect
N#CCCn1c(=O)c(-c2ccc(F)cc2)nc2cnc(OCc3ccccc3)nc21 | 15% | . | . | 3% | . | . | ?
CC(=O)N1CCC(N(C(=O)Nc2ccc(F)cc2)C2CCCC2)CC1 | 10% | -9% | -3% | 0% | -2% | 3% | -3%
CC1(C)C(=O)Nc2ccccc2N1C(=O)CN1C(=O)C(=O)N(C2CCCC2)C1=O | . | -6% | -9% | . | 2% | -1% | -47%[inhibitor]
O=C(/C=C/c1cccs1)Nc1ccncc1 | -8% | 5% | -11% | 5% | 3% | -5% | -4%[10 µM]

Next part:
SMILES | Lamin A splicing | GAA glycogen mod | HttQ103 aggreg | aGlu spleen mod | GAA inh | CBFb RUNX1 block | HTT cytoprotect
Cc1cc(-c2nnc(CCC(=O)N(C)C(C)c3cccs3)o2)no1 (stereo not drawn) | . | -1% | 40%[9.22 µM] | 1% | . | 3% | 5%[10 µM]
Cc1cc(NC(=O)c2ccc(Cn3nc(C)c(Br)c3C)o2)no1 | -7% | 1% | -4% | -7% | -13% | 6% | -18%
N#C/C(=C\c1ccc(O)c(O)c1)C(=O)NCCc1ccccc1 | ? | . | . | 11% | . | ? | -31%[1.9 µM]
CN(C)S(=O)(=O)c1cccc(NC(=O)c2ccncc2)c1 | ? | -5% | -2% | -13% | 0% | 14% | 13%[10 µM]
CCn1c(C)nc2cc(C(=O)N/N=C/c3ccc(OC)cc3)ccc21 | 1%[46 µM] | 1% | 5% | -14% | -2% | -13% | 20%[10 µM]
COc1ccc2c(c1)CCCC21NC(=O)N(CC(N)=O)C1=O (stereo not drawn) | 18% | 1% | 11% | -5% | -1% | 3% | -4%
O=C(N/N=C/c1ccccn1)c1cc(-c2ccncc2)nc2ccccc12 | ? | 5% | -12% | -2% | -8% | -26% | .
NC(N)=NC(=S)Nc1ccc(Cl)cc1 | -10%[46 µM] | 1% | -2%[9.22 µM] | -3% | -14% | -7% | 4%[10 µM]
C=CCn1c(Cn2nnc3ccccc32)nnc1SCC(=O)N/N=C/c1cc(Br)cc(OC)c1O | 2% | 6% | -10% | -4% | -11% | 3% | -8%
O=C(CC1C(=O)NCCN1Cc1ccc(-c2ccccc2)cc1)NCCCn1ccnc1 (stereo not drawn) | . | -1% | -19%[9.22 µM] | 2% | . | 3% | 0%[10 µM]
CC(C)Oc1ccc(C(CC(=O)O)NC(=O)C2CCCCC2)cc1 (stereo not drawn) | -1% | 6% | 11% | -4% | -1% | 4% | 2%
COc1ccc(NC(=O)CC2SC(=Nc3ccccc3)NC2=O)cc1 (stereo not drawn) | ? | 9% | -2% | 3% | -4% | 4% | -20%
